Bioassay records: PubChem, National Center for Advancing Translational Sciences (NCATS)
PKM2 activator: activators of human pyruvate kinase M2. purified PKM2, Kinase-Glo ATP luminescence, activation; response scale: 0% is enzyme alone, no compound. P14618. Potency, µM (highest dose often 57.5 µM), inactives show at the highest dose activation, actives largely listed as activators. hit rate 0.34% among 260,000; also: potency is read from the fitted curve at half-maximal effect; % is scaled to controls: 0 for no effect and ±100 for the full control effect; nearly all actives have a fitted effect of over 55% in size
Target sequence (P14618 whole entry, looked up): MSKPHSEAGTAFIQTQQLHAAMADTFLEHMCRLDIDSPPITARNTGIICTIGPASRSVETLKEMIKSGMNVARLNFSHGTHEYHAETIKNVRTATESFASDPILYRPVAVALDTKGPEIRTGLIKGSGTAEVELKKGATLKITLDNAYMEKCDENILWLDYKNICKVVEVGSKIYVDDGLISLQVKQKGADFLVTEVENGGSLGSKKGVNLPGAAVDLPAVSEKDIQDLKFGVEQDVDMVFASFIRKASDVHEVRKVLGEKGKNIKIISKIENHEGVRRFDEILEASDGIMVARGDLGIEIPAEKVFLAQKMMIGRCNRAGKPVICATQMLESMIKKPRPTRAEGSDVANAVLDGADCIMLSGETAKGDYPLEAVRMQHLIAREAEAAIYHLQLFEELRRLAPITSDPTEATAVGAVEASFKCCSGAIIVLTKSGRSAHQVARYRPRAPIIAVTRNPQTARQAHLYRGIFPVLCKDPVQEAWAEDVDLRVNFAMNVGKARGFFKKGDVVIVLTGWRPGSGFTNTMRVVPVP
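Purified hPK-M2 (>95%) run at intermediate activity with 0.1 mM ADP and 0.5 mM PEP in 50 mM imidazole pH 7.2, KCl, MgCl2; 1 h room temperature. ATP formed read by Kinase-Glo luminescence; normalized to uninhibited and no-enzyme controls.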
NPC1 promoter act: NPC1 promoter activation. hit rate 2.4% among 320,000. Huh7 NPC1 promoter luciferase reporter, 24 h. AID 485313. Potency, µM (highest dose often 9.22 µM), inactives show top-dose activation, hits mostly activators;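 also: potency is read from the fitted curve at half-maximal effect; % of control where 0% means no effect; nearly all actives have a fitted effect of over 60% in size; reporter is driven by a mutant NPC1 promoter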
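NPC1 promoter–luciferase Huh7 cells; 24 h compound; luminescence.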
VP16 counter: Gal4-VP16 reporter inhibition counter-screen. Drosophila S2 Gal4-VP16 UAS-luciferase, luminescence, 20 h. hit rate 3.5% among 310,000. Potency, µM (highest dose often 53.6 µM), inactives show top-dose activity, negative = inhibition, hits mostly inhibitors;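 also: Gal4-VP16 expression switched on by copper sulfate through the metallothionein promoter; potency is read from the fitted curve at half-maximal effect; % is scaled to controls: 0 for no effect and ±100 for the full control effect; nearly all actives have a fitted effect of over 50% in size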
Mito fusion yeast: mitochondrial division inhibition or fusion activation; hit rate 0.23% among 320,000; S. cerevisiae fusion-defective mutant growth rescue, CellTiterGlo 48 h; Potency, µM (titrated, usually from 46.1 µM), for inactives: top-dose growth rescue (activation), actives largely listed as activators; AID 485298;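 also: potency is read from the fitted curve at half-maximal effect; % of control where 0% means no effect; nearly all actives have a fitted effect of over 45% in size; temperature-sensitive fusion mutants such as fzo1-1 at 37 °C on non-fermentable ethanol glycerol medium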
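Temperature-sensitive fusion-defective S. cerevisiae (e.g. fzo1-1, mgm1-5) were grown with compound in YPEG medium (3% ethanol, 3% glycerol) for 48 hours at 37C. Growth rescue was measured as viability by CellTiterGlo luminescence after 10 minutes at ambient.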
MBNL1 CUG block: inhibitors of human MBNL1 binding to CUG repeat RNA | TR-FRET MBNL1-His/biotin-(CUG)12 binding, 665/545 ratio | hit rate 0.036% among 280,000 | Potency, µM (series often up to 57.5 µM), inactives show top-dose activity change, negative = inhibition, hits mostly inhibitors | Q9NR56; active = well fitted inhibition curve with a large enough effect in the signal ratio, with a control signal flat, not every such curve was filed as active; inconclusive = small, poorly fitted or top-dose-only effect, or effect the other way, or a change in a side signal; inactive = no such curve, though single readings can be large or run the other way; the % refers to the signal ratio; also: potency is read from the fitted curve at half-maximal effect; % is scaled to controls: 0 for no effect and ±100 for the full control effect
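His-tagged MBNL1 binding to biotinylated (CUG)12 RNA was measured by TR-FRET using terbium anti-His antibody (0.055 ng/ul final) and streptavidin-XL665 (5 nM final). Compounds were titrated 92 nM to 58 uM; 60 min at room temperature.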
Rab9 prom act: activators of Rab9 promoter | Huh7 Rab9 promoter-luciferase reporter, luminescence, 24 h | Potency, µM (series often up to 9.22 µM), for inactives: at the highest dose activation, negative = inhibition, most hits filed as activators | AID 485297 | hit rate 2.8% among 320,000; also: potency is read from the fitted curve at half-maximal effect; % of control where 0% means no effect; nearly all actives have a fitted effect of over 60% in size
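Luciferase signal after 10 min detection reagent at ambient indicates Rab9 promoter upregulation; stably transfected Huh7 cells were treated 24 h with compound in DMSO at 37 °C, 5% CO2.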
Menin-MLL TR inh: displaces Texas Red mutant MLL peptide from human menin; O00255; Menin + Texas Red MLL mutant peptide, fluorescence polarization; Potency, µM (doses to about 61.6 µM), for the others: top-dose FP activity change, negative = inhibition, actives largely listed as inhibitors; hit rate 0.23% among 270,000; active = well fitted inhibition curve with a large enough effect in the polarisation, with a control signal flat, not every such curve was filed as active; inconclusive = small, poorly fitted or top-dose-only effect, or effect the other way, or a change in a side signal; inactive = no such curve, though single readings can be large or run the other way; the % refers to the polarisation; also: potency is read from the fitted curve at half-maximal effect; % of control where 0% means no effect; many of its hits are not listed in these tables
ELG1 DNA repair: inhibitors of ELG1-dependent DNA repair in HEK293T cells | AID 504467 | hit rate 2.3% among 330,000 | Potency, µM (top dose mostly 46.1 µM), for the others: at the top dose activity change, negative = inhibition, usual class: inhibitors | HEK293T ELG1-luciferase reporter, luminescence, 16 h; DNA damage induced by 5-fluorouridine; also: potency is read from the fitted curve at half-maximal effect; % is scaled to controls: 0 for no effect and ±100 for the full control effect; nearly all actives have a fitted effect of over 55% in size
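Reporter activity after DNA damage by 5-fluorouridine is monitored. Compound-treated cells incubate 16 hr at 37 °C, then ONE-Glo is added for 30 min before luminescence reading.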
RORg inh: ROR gamma (mouse) transcription inhibition | hit rate 5.4% among 310,000 | Potency, µM (series often up to 53.6 µM), for inactives: top-dose activity change, negative = inhibition, actives largely listed as inhibitors | Drosophila S2 Gal4-RORgamma UAS-luciferase reporter, 20 h | P51450; also: potency is read from the fitted curve at half-maximal effect; % is scaled to controls: 0 for no effect and ±100 for the full control effect; nearly all actives have a fitted effect of over 60% in size
Target sequence (P51450 whole entry, looked up, the tested form may be a part): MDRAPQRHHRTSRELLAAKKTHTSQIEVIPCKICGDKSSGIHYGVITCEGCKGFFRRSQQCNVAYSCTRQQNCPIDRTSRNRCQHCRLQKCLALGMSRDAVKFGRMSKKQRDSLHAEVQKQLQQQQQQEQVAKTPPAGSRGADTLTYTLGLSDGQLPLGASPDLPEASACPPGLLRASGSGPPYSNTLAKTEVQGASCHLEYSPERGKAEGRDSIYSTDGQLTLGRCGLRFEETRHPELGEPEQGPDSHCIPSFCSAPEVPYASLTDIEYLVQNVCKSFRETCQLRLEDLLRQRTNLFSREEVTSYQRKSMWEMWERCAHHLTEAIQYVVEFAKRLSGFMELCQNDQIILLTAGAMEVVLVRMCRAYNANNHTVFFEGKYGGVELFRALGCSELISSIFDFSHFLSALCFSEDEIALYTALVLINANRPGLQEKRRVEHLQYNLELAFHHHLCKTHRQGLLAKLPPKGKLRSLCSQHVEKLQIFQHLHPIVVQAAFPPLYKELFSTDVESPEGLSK
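Using a luciferase readout, inhibitors were identified by reduced reporter activity in Drosophila cells coexpressing a copper-inducible Gal4–ROR gamma fusion and UAS-driven Photinus luciferase, incubated 20 hr after 700 uM copper sulfate.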
FLuc modulator: inhibits or activates purified firefly luciferase, miR-21 counter-screen; hit rate 6.9% among 360,000; AID 588342; purified FLuc, Km substrates, luminescence inhibition; Potency, µM (top dose mostly 57.5 µM), for inactives: at the top dose activity change, negative = inhibition, actives largely listed as inhibitors;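 also: potency is read from the fitted curve at half-maximal effect; plate controls were vehicle for no effect and reference inhibitor for full effect; nearly all actives have a fitted effect of over 55% in size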
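Purified P. pyralis luciferase, 10 nM final, with Km-level 10 uM D-luciferin and 10 uM ATP in 50 mM Tris acetate pH 7.5, 10 mM Mg acetate, 0.01% Tween-20, 0.05% BSA; 6-point qHTS titration about 60 µM downward; luminescence read.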
KCNH2 3.1 block: inhibitors of human KCNH2 3.1 potassium channel isoform | hit rate 0.95% among 340,000 | activity change, % (tested at about 1.8 µM) | AID 720553 | U2OS KCNH2 3.1, thallium flux FluxOr; hits give low values;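 active = maximum activity change below -70%; inconclusive = maximum activity change from -70% to -50%; inactive = maximum activity change above -50%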;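 also: thallium influx rate constant from kinetic fluorescence after stimulation buffer; % is scaled to controls: 0 for no effect and ±100 for the full control effect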
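Thallium flux read-out: FluxOr dye with Red40 quencher in HBSS/HEPES, 45 min at RT. Rate constants from kinetic reads were normalized to positive and negative DMSO controls. Cells: U2OS virally expressing the 3.1 isoform.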
Starred values were filed as active, the others as inactive; ? = inconclusive; / = not tested or not shown; & = joins results of further samples; [ ] = dose if it differs, or a comment. Unless noted, calls follow the shape of the dose curve; as a rule, active = well fitted curve in the direction sought with a large enough effect; inconclusive = small, poorly fitted or top-dose-only effect, or another doubt; inactive = no such curve, though single readings can be large; an effect the other way counts as inactive or inconclusive. Some of the compounds tested (hit frequency here may not be typical).

Compound	PKM2 activator	NPC1 promoter act	VP16 counter	Mito fusion yeast	MBNL1 CUG block	Rab9 prom act	Menin-MLL TR inh	ELG1 DNA repair	RORg inh	FLuc modulator	KCNH2 3.1 block
O=C(NCc1ccco1)/C(=C/c1ccccc1)NC(=O)c1ccco1	0%	-6%	-17%	1%	1%	-3%	4%	3%	-20%	1%	-2
CNc1ccc(/C=C2\COc3ccccc3C2=O)cc1[N+](=O)[O-]	0%	25%	?	1%	2%	?	14%	0%	37%	1.9µM*	-18
CCOc1ccc(NC(=O)C2CCCN(c3nn4c(=O)cc(C)nc4s3)C2)cc1 (centres undefined)	/	-7%	0%	-6%	0%	-2%	/	-1%	-14%	?	6
Nc1nnc(SCC(=O)NC2CCCCCC2)s1	/	-8%	/	0%	/	2%	/	-3%	/	6%	6
Cc1ccc(NC(=O)CCSc2nc(C)cc(C)n2)cc1	0%	-1%	-1%	0%	3%	-3%	2%	0%	0%	-4%	0
Cc1c(-n2c(SCC(N)=O)nc3ccccc3c2=O)c(=O)n(-c2ccccc2)n1C	-1%	-2%	-5%	3%	-9%	1%	8%	8%	-8%	-1%	-12
CCOc1ccc(NC(=O)CN(C)C(=O)c2ccc(OCC3CCCO3)cc2)cc1OCC (centres undefined)	8%	13%	-12%	0%	-4%	5%	/	-2%	19%	3%	-6
CC1=NN(CCC#N)C(=O)/C1=C/c1ccc(N(C)C)cc1	-9%	1%	3%	-1%	?	3%	-22%	10%	34%	19µM*	7
COC(=O)COc1ccc(/C=N/NS(=O)(=O)c2ccccc2)cc1	0%	-3%	0%	1%	4%	0%	19%	-14%	-13%	-1%	0
CCCCCC(=O)Nc1ccc(-c2csc(N)n2)cc1	4%	4%	-27%	-4%	-3%	?	?	14%	42%	17µM*	-2
NC(=O)[C@@H]1CCOc2c(F)cc([N+](=O)[O-])cc2C(=O)N[C@@H](CO)C(=O)NCC(=O)N1	-1%	-1%	-5%	0%	-1%	-4%	4%	0%	-7%	0%	31
CCOC(=O)c1nnn(-c2nonc2N)c1-c1ccc(Br)cc1	6%	8%	-14%	10%	/	-2%	9%	/	-9%	0%	-11
CCCCc1nc2ccccc2n1CC(=O)NN	0%	2%	-4%	-3%	-10%	2%	6%	8%	-7%	2%	-23
CCOC(=O)c1c(NC(=O)CN2CCOCC2)sc2c1CC(C)(C)OC2	4%	9%	-4%	0%	-9%	-1%	-9%	8.2µM*	9%[10 µM]	0%	-4
Cc1cc(NC(=O)CSC2=NS(=O)(=O)c3ccccc3N2)no1	/	-2%	/	-10%	/	-1%	/	-5%	/	-9%	-2
CCn1cc(CN2N=C(C)CC2c2ccccc2)c(C)n1 (centres undefined)	-9%	1%	-2%[10 µM]	-6%	-9%	0%	-24%	0%	-8%	-3%	5
Cn1c(CNC(=O)c2ccccc2F)nnc1SCc1ccc(Cl)cc1	15%	0%	0%	4%	1%	-1%	-1%	-3%	6%	-3%	3
CC(C)C(=O)N1CCN(CCN2C(=O)c3cccc4cccc(c34)C2=O)CC1	/	-5%	4%	-8%	?	-3%	-5%	/	-5%	7%	14
O=C(NCCOC(=O)c1ccccc1C(=O)OCCNC(=O)c1cccnc1)c1cccnc1	-6%	0%	-3%	-1%	-1%	-2%	13%	-12%	-4%	4%	1
COc1cccc2cc(-c3nnc(SCC(=O)NCCc4ccccc4)n3C)oc12	-3%	10%	-4%	-3%	1%	-3%	-14%	-18%	-3%	1%	-5
COc1ccc(CCNC(=O)C(CCC(N)=O)NS(=O)(=O)c2ccc(Cl)cc2)cc1OC (centres undefined)	/	-5%	-5%	12%	17%	-2%	?	-2%	10%	-5%	-18
O=C(O)c1cccnc1Sc1ncnc2sc3c(c12)CCC3	-2%	1%	-2%	0%	10%	-5%	/	-3%	-15%	-1%	-4
Cc1cccc(C(=O)Oc2cccc3c(O)cccc23)c1	2%[11.5 µM]	9%	?	0%	2%	18%	?	7%	-28%	-15%	2
COc1ccc(Cl)cc1C(=O)Nn1c(-c2cccs2)nc2ccccc2c1=O	-19%	0%	-5%	7%	?	-8%	-14%	6.5µM*	15%	-2%	-9
COc1ccc(CCNC(=O)CCn2c(=O)[nH]c3cc(OC)c(OC)cc3c2=O)cc1OC	-26%	-6%	-7%	0%	?	-3%	22%	-9%	1%	0%	0
COC(=O)C(Cc1c[nH]c2ccccc12)NC(=O)C(C)C (centres undefined)	-2%	-1%	1%	4%	4%	-3%	5%	-16%	1%	8%	-11
CC(=O)Oc1ccccc1C1=NN(C(=O)/C=C/c2ccccc2)C(c2ccccc2)C1 (centres undefined)	1%	-7%	-12%	16µM*	3%	-4%	-1%	-15%	-27%	-3%	?
CCOC(=O)c1cccc(NC(=O)CCS(=O)(=O)c2cccs2)c1	1%	2%	-2%	-7%	2%	-4%	8%	0%	?	1%	12
O=C(CNC1CCCCC1)Nc1ccc([N+](=O)[O-])cc1C(=O)Nc1ccccc1F	2%	-1%	11%	-3%	?	-28%	-3%	?	40%	4%	-3
Cc1cccc(OC(C)C(=O)OCC(=O)Nc2sccc2C(N)=O)c1 (centres undefined)	/	-1%	/	-3%	/	-2%	/	2%	/	/	-7
Cc1nn(-c2ccccc2)c(=O)c2noc(C)c12	-2%	0%	0%	-4%	/	-1%	/	-2%	1%	-2%	13
COc1ccccc1CNC(=O)COC(=O)c1ncc(Cl)c(Cl)c1Cl	/	-2%	/	-1%	/	-1%	/	3%	/	2%	-7
CCOC(=O)[C@@H]1[C@H]2COc3cc(OC)ccc3[C@@H]2N2C(=O)N(c3ccc(C(F)(F)F)cc3)C(=O)[C@]12C	0%	-1%	1%	-1%	3%	-12%	13%	0%	19%	2%	-15
C=CCn1c(SCC(=O)NCCc2ccccc2)nnc1C1CC1	/	-2%	/	6%	/	1%	/	?	/	9%	2
COCc1[nH][nH]c(=O)c1C=Nc1ccc(Oc2ccccc2)cc1	1%	-1%	6%	4%	4%	22%	-2%	14%	4%	-14%	9
O=C1CCC(C(=O)OCC(=O)C23CC4CC(CC(C4)C2)C3)N1 (centres undefined)	3%	2%	0%	-5%	-8%	-9%	-3%	13%	-12%	3%	-5
COc1ccc(NC(=O)Cn2c(=O)oc3ccccc32)cc1	1%	-3%	-20%	6%	-16%	3%	/	0%	8%	-4%&-1%	26
CCc1ccc(N2CC(C(=O)N3CCCCCC3)CC2=O)cc1 (centres undefined)	-1%	-2%	13%	12%	-2%	5%	-14%	?	17%	-6%	-23
Cc1ccc(CNn2cnnc2SCc2ccc(F)cc2)cc1	-6%	0%	1%	12%	?	-7%	-7%	?	17%	0%	2

Given field by field: two of the compounds above
structure: COC(=O)COc1ccc(/C=N/NS(=O)(=O)c2ccccc2)cc1
  PKM2 activator: 0% | NPC1 promoter act: -3% | VP16 counter: 0% | Mito fusion yeast: 1% | MBNL1 CUG block: 4% | Rab9 prom act: 0% | Menin-MLL TR inh: 19% | ELG1 DNA repair: -14% | RORg inh: -13% | FLuc modulator: -1% | KCNH2 3.1 block: 0
structure: CCOC(=O)c1cccc(NC(=O)CCS(=O)(=O)c2cccs2)c1
  PKM2 activator: 1% | NPC1 promoter act: 2% | VP16 counter: -2% | Mito fusion yeast: -7% | MBNL1 CUG block: 2% | Rab9 prom act: -4% | Menin-MLL TR inh: 8% | ELG1 DNA repair: 0% | RORg inh: ? | FLuc modulator: 1% | KCNH2 3.1 block: 12
